Source: PubChem
Lipid storage S3 = qHTS Assay for Lipid Storage Modulators in Drosophila S3 Cells; Drosophila S3 cells, BODIPY lipid droplet fluorescence, 18-24 h; cells fed with added oleic acid; Potency in µM for hits, for the others lipid storage change, negative = inhibition, % at the top dose, mostly 46.1 µM; 320,000 compounds, 0.64% hits; AID 2685; active means well fitted inhibition curve with a large enough effect in the signal ratio, with a control signal flat, not every such curve was filed as active; inconclusive means small, poorly fitted or top-dose-only effect, or effect the other way, or a change in a side signal; the % refers to the signal ratio
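Drosophila S3 cells loaded with oleic acid (400 uM, as added) and compounds at several concentrations; lipid droplets imaged by 488-nm laser-scanning cytometry, 500–530 nm intensity and object ratio to cell channel. Percent activity normalized to 20 uM Triacsin C.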
Lipid storage S3 cell count max = further read-out of Lipid storage S3, marked with its call; cell number change, %; measured here: cell count max response;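 cells counted by Cell Tracker Red CMTPX staining in the red channel; peak over a dose series mostly up to 46.1 µM; percent activity relative to internal control wells on each plate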
An asterisk follows results filed as active; i = inactive; u = inconclusive; x = not tested or not shown; & = joins results of further samples; [ ] = dose if it differs, or a comment. On the % scale 0 is the no-effect control and ±100 the full control effect; potency means the concentration at half of the fitted maximal effect. An excerpt; the hit share may differ from the screen's.

Second line of a record: Lipid storage S3 cell count max, Lipid storage S3
CCOc1cc(/C=N/NC(=O)c2ccccn2)ccc1OC(=O)c1ccc(F)cc1
 : 5, i
CCOC(=O)N1CCC(NC(=O)CCN2C(=O)COc3ccccc32)CC1
 : x, u
O=C(O)C1CCN(C(=O)NC2CCCCC2)CC1
 : x, u
COc1cccc(/C=C2\SC(=S)N(NS(=O)(=O)c3ccc(C)cc3)C2=O)c1OC
 : x, 15%
Cc1ccc(NC(=O)CSC2=NN3CCCC(=O)N=C3S2)c(C)c1
 : 2, 9%
CCc1nnc(NC(=O)c2cc(-c3ccncc3)nc3ccccc23)s1
 : 6, 2%
C=CCOc1ccc(C(=O)n2cc(C(=O)OC)c3ccccc32)cc1
 : -9, i
C=CCc1c(OC)ccc2ccc(=O)oc12
 : x, i
CCOc1ccc(NC(=O)CSc2nc3c(c(=O)n2-c2ccccc2OC)SCC3)cc1
 : x, u
Cc1ccccc1CN1C(=O)Nc2ccccc2C(=O)N1C(C)(C)C
 : x, u
O=S(=O)(NCCOc1ccc(F)cc1)c1ccc2c(c1)OCCO2
 : 3, 0%
CCCOc1ccc(C(C)=O)cc1CSCCC#N
 : -15, 0%
CCN1C/C(=C\c2cccc([N+](=O)[O-])c2)C(=O)/C(=C/c2cccc([N+](=O)[O-])c2)C1
 : x, u
CCOC(=O)N1CCN(C(=O)CSc2ccccc2)CC1
 : x, i
O=C(CSc1ccc2nnc(-c3ccncc3)n2n1)N1CCc2ccccc21
 : x, i
N#Cc1cccn1-c1nccs1
 : x, u
CN1/C(=C/c2cc[n+](C)c3ccccc23)C=Cc2ccccc21
 : x, u
Cc1cc(C)c(C(=O)N2CCCC(C(=O)c3cc(F)ccc3F)C2)o1 (stereo not given)
 : 4, 19%
O=C(COC(=O)/C=C/c1ccccc1[N+](=O)[O-])NC(=O)NC1CCCC1
 : 7, 13%
O=C(NCC1CCCO1)c1c(O)c2c([nH]c1=O)CCCC2 (stereo not given)
 : 3, 17%

The list goes on; it opens with the 3 that closed the last part.
Second line of a record: Lipid storage S3 cell count max, Lipid storage S3
Cc1cc(C)c(C(=O)N2CCCC(C(=O)c3cc(F)ccc3F)C2)o1 (stereo not given)
 : 4, 19%
O=C(COC(=O)/C=C/c1ccccc1[N+](=O)[O-])NC(=O)NC1CCCC1
 : 7, 13%
O=C(NCC1CCCO1)c1c(O)c2c([nH]c1=O)CCCC2 (stereo not given)
 : 3, 17%
CCNc1c([N+](=O)[O-])ncn1C
 : x, u
CNc1oc(-c2cccc3ccccc23)nc1C#N
 : x, u
COc1ccc(Nc2ccc([N+](=O)[O-])cn2)cn1
 : -5.4*, 16µM*
O=C(CSc1nccc(=O)[nH]1)N1CCOCC1
 : x, u
CCc1cc[n+](-c2nc3ccccc3nc2C(=C=[N-])C#N)cc1
 : -15, -19%
CC(C)P(=O)(c1cccc(C(=O)O)c1)C(C)C
 : 2, -2%
CCOc1ccc(CN(C(=O)c2cc3ccccc3oc2=O)C2CC2)cc1
 : -21, -7%
COc1ccccc1/C=C1\SC(=S)N(CCC(=O)NCCCN2CCOCC2)C1=O
 : -6, -4%
S=c1nc[nH]c2nc[nH]c12
 : 9&4, -3%&7%
COc1ccc(OC)c(CNC(=O)C2CCN(C(=O)N(C)C)CC2)c1
 : x, i
Cc1cc(C)n(C(=O)CNC(=O)c2cccc(Br)c2)n1
 : 7, 18%
NS(=O)(=O)c1ccc(S(=O)(=O)NCCc2ccccc2)cc1
 : -19, 14%
Cc1ccc(N2CC(C(=O)Nc3nnc(SCC(N)=O)s3)CC2=O)cc1C (stereo not given)
 : 23, 3%
COc1cccc(CC(=O)Nc2ccc(-c3csc(C)n3)cc2)c1
 : 6, 2%
CC1CCCCN1C(=O)CSc1nc2ncccc2[nH]1 (stereo not given)
 : x, u
COC(=O)c1cccnc1Oc1ccccc1
 : 13, 8%
Cc1cccc(C)c1NC(=O)Nc1cccs1
 : x, u
COc1ccc(Cl)cc1-n1c(=S)sc2c(=O)n(-c3ccc(F)cc3)c(SCC(=O)O)nc21
 : x, -24%
COc1ccc(-c2nc(CS(=O)CC(=O)NCc3ccccc3)c(C)o2)cc1OC (stereo not given)
 : 6, i
Cc1ccc(C(=O)Nc2c(C)cc(-c3ccc(Cl)cc3)oc2=O)cc1
 : x, u
Cc1onc(-c2ccccc2)c1C(=O)Oc1ccccc1
 : -2, 8%
Cc1csc(NC(=O)C2CSC3(C)CCC(=O)N23)n1 (stereo not given)
 : x, -23%
Cc1cc(S(=O)(=O)Nc2ccc(C(=O)NCC(c3ccccc3)N(C)C)cc2)ccc1F (stereo not given)
 : x, u
Cc1cccc(C)c1OCC(O)Cn1ccnc1C (stereo not given)
 : 20, 5%
O=C(O)CN=C(NS(=O)(=O)c1ccc(Cl)cc1)c1ccc(F)cc1
 : 12, 2%
Cc1cc(C)n2nc(CC(=O)NCc3ccccc3Cl)nc2n1
 : -16, 7%
CCN(CC)S(=O)(=O)c1ccc(N2CCCC2)c(NC(=O)c2ccc(N3CCCC3=O)cc2)c1
 : x, i
COCCCn1c(SCC(=O)Nc2ccc(NC(C)=O)cc2)nc2sc3c(c2c1=O)CCC3
 : x, u
O=c1nc2c(O)cccn2c2c1c(=O)[nH]c1ccccc12
 : 8, -6%
O=C(Nc1cccc(Cl)c1)c1ccc(OC(=S)N2CCOCC2)cc1
 : 5, 5%
Cc1ccc(COc2ccccc2C(=S)N2CCCC2)cc1
 : x, u
CC(C)C(NC(=O)OCc1ccccc1)C(=O)N1CCOCCOCCOCC1 (stereo not given)
 : 17, -6%
O=C(Nc1ccccc1N1CCCC1)C1CCN(C(=O)c2ccc(F)cc2)CC1
 : -4, i
CN(C)S(=O)(=O)c1ccc(C(=O)N2CC(=O)Nc3ccc(F)cc3C2c2ccc(F)cc2)cc1 (stereo not given)
 : x, u
O=C(NCCc1ccccc1)c1ccc(CS(=O)(=O)Cc2ccc(F)cc2)o1
 : x, u
CCOC(=O)c1cn(CC(=O)Nc2cccc(F)c2)nn1
 : 9, 4%
O=C(NC1CCCCC1)C1CCCN(S(=O)(=O)c2ccc(Br)s2)C1 (stereo not given)
 : -14, 4%
COc1ccccc1NC(=O)c1ccc2c(c1)C(=O)N(c1ccccc1OC)C2=O
 : x, u
CC(NS(=O)(=O)c1ccc(Br)cc1)C(=O)NC1CCCCCC1 (stereo not given)
 : x, u
Cc1ccc(C)c(-c2csc(N/N=C/c3ccco3)n2)c1
 : -7, 7%

3 structures out of the list, ordered by heavy-atom count, ascending:
Second line of a record: Lipid storage S3 cell count max, Lipid storage S3
CCOC(=O)c1cn(CC(=O)Nc2cccc(F)c2)nn1
 : 9, 4%
O=C(Nc1ccccc1N1CCCC1)C1CCN(C(=O)c2ccc(F)cc2)CC1
 : -4, i
CN(C)S(=O)(=O)c1ccc(C(=O)N2CC(=O)Nc3ccc(F)cc3C2c2ccc(F)cc2)cc1 (stereo not given)
 : x, u

(continued)
Second line of a record: Lipid storage S3 cell count max, Lipid storage S3
CC1(C)Cc2ccccc2C(COc2ccccc2)=N1
 : 19, 16%
Cc1cc(C)c(C(=O)N(C)CC2CCCN(CCc3ccccc3F)C2)o1 (stereo not given)
 : -15, 14%
OC(c1ccccc1)(c1ccccc1)c1ncc[nH]1
 : -14, 10%
CC(=O)N(CCc1ccccc1)Cc1cc2ccc(C)c(C)c2[nH]c1=O
 : x, u
C[N+](C)(C)CCNC(=O)c1c(O)c2c([nH]c1=O)CCCC2
 : x, 20%
C/C(CS(=O)(=O)c1ccc(Cl)c(Cl)c1)=N/NC(N)=S
 : x, u
NNC(=O)c1sc2cc(C(F)(F)F)cnc2c1-c1ccccn1
 : 7, 5%
CC(=O)Nc1c(NC(C)(C)C)c2ccccc2oc1=O
 : 1, 19%
CC(=O)Nc1sc(C)c(C)c1C(=O)OCC(=O)NCc1ccc(Cl)cc1
 : x, u
COC(=O)/C(C#N)=C/c1c(N2CCCCCC2)nc2c(C)cccn2c1=O
 : x, u
O=C(CSCc1ccccc1)NNc1c(F)c(F)cc(F)c1F
 : x, i
Cc1cc(C)cc(N(CC(=O)N2CCC(C)CC2)S(=O)(=O)c2ccccc2)c1
 : x, u
CN(C)S(=O)(=O)c1ccc(C(=O)NNC(=O)C2COc3ccccc3O2)cc1 (stereo not given)
 : x, u
Cc1onc(-c2ccccc2Cl)c1C(=O)NCc1ccccc1
 : 7, i
COc1cc(-c2n[nH]c(=S)n2-c2ccccc2C(F)(F)F)cc(OC)c1OC
 : 7, 2%
O=C(NCCCN1CCOCC1)c1ccco1
 : 1, -5%
Cc1cccc(C(=O)N[C@H](C(=O)Nc2ncc(C)s2)C(C)C)c1
 : x, u
Cc1cccc(NC(=O)COC(=O)c2ccc(C)c(S(=O)(=O)N3CCCCC3)c2)c1
 : -4, 0%
Cc1ccc(N(C)C(=O)CCS(=O)(=O)c2cc3c(cc2Cl)NC(=O)CO3)cc1
 : x, u
N#Cc1ccccc1NC(=O)COC(=O)/C=C/c1cn(-c2ccccc2)nc1-c1ccc(Cl)cc1
 : x, u

Complete entries as entered above. Order of values: Lipid storage S3 cell count max, Lipid storage S3
N#Cc1ccccc1NC(=O)COC(=O)/C=C/c1cn(-c2ccccc2)nc1-c1ccc(Cl)cc1 in the list: x, u
Cc1cc(C)c(C(=O)N(C)CC2CCCN(CCc3ccccc3F)C2)o1 (stereo not given) in the list: -15, 14%

More entries.
Second line of a record: Lipid storage S3 cell count max, Lipid storage S3
CCC(C)c1ccccc1N1CC(C(=O)Nc2ccc(N3CCOCC3)cc2)CC1=O (stereo not given)
 : -14, -12%
NCCCCc1cn(CC(=O)N2CCNCC2)nn1
 : 18, -4%
CCOc1cc(/C=C2\N=C(C)OC2=O)cc(Br)c1OCCc1ccccc1
 : x, i
Cc1cccc(OCc2nnc(-c3ccc(F)cc3)o2)c1
 : x, u
CCCCn1c(SCC(=O)NC2CCCC2)nnc1-c1ccco1
 : -11, i
C=CCOc1ccc(C2C(C(=O)c3ccco3)=C(O)C(=O)N2CCCN(CC)CC)cc1 (stereo not given)
 : -8, 5%
CN(C)CCN(C(=O)c1ccc(S(=O)(=O)N(C)c2ccccc2)cc1)c1nc2cc3c(cc2s1)OCO3
 : 7, -22%
O=C(CCCc1nc(-c2ccc(Cl)cc2)no1)N1CCOCC1
 : x, u
CCn1c(SCC(=O)N2CCOCC2)nc2c(c1=O)SC(C)C2 (stereo not given)
 : 4, 0%
O=C(CC1C(=O)NCCN1C(=O)Nc1ccc(Cl)cc1)Nc1ccc(F)cc1 (stereo not given)
 : 22, 22%
COC(=O)c1cc(OC)c(OC)c(OC)c1NC(=O)c1ccc(S(=O)(=O)N(C)C)cc1
 : -5, i
COc1ccc(S(=O)(=O)N(CC(=O)NCC2CCCO2)C2CCCCC2)cc1OC (stereo not given)
 : x, u
N=C1C(c2nc3ccccc3s2)=C(O)CN1C1CCC(O)CC1 (stereo not given)
 : 20, -3%
COc1cc2c(cc1OC)CN(C(=O)c1cc(S(=O)(=O)N3CCOCC3)ccc1C)CC2
 : 14, -6%
O=C(NCc1ccco1)C(=O)NCC1OCCN1S(=O)(=O)c1ccc(F)cc1 (stereo not given)
 : 23, 4%
O=C(/C=C/c1ccccc1)OCN1C(=O)c2ccccc2C1=O
 : 23, 14%
COc1ccc(NC(=S)N2CCC(NC(=O)c3cccc(F)c3)CC2)cc1
 : x, u
Cc1ccc(S(=O)(=O)N2CN(CC3CCCO3)c3nc4ccccc4nc32)cc1 (stereo not given)
 : x, u
Cc1cc(C)n2nc(C(=O)OCC(=O)c3cc(C)n(C)c3C)nc2n1
 : x, u
COC(=O)C1=C(C)NC(C)=C(C(=O)OC)C1C(=O)OCc1nc2cc(C(=O)OC)ccc2c(=O)[nH]1
 : x, u
N#Cc1ccc(OC(=O)Cc2ccsc2)cc1
 : x, 14%
COc1cc(NC(=O)Nc2cccc(Cl)c2)c(OC)cc1NC(=O)CN1CCCCC1
 : x, i
COC(=O)c1sccc1NC(=S)N1CCCC(C)C1 (stereo not given)
 : x, u
Cc1cc(NC(=O)CSCCc2ccncc2)no1
 : x, u
CCOC(=O)Cc1csc(NC(=O)C(C)(C)CC)n1
 : 7, 2%
CC(=O)Nc1ccc(NC(=O)c2ccc(C3SCC(=O)N3CCc3ccccc3)cc2)cc1 (stereo not given)
 : x, u
CCC(=O)N(CC(=O)Nc1sc(C)c(C)c1C(N)=O)Cc1ccc(F)cc1
 : -20, -6%
CCCCN(C(=O)Cc1ccc(S(=O)(=O)N2CCOCC2)s1)c1c(N)n(CC(C)C)c(=O)[nH]c1=O
 : x, i
CCOc1ccc(Br)cc1S(=O)(=O)Nc1ccc(C(=O)OC(C)C(=O)N(C)c2ccccc2)cc1 (stereo not given)
 : 8, -3%
O=c1[nH]c2ccccc2n1Cc1ccccc1
 : 13, i
Cc1c(C)c(C)c(S(=O)(=O)N2CCNCC2)c(C)c1C
 : -21, -7%
COc1cccc(CNC(=O)c2ccc(OCC(=O)N3CCOCC3)c(OC)c2)c1
 : x, i[0.0737 µM]
Cc1ccc(NC(=O)CCS(=O)(=O)c2cc3c(cc2Cl)NC(=O)CO3)cc1
 : x, u
Cn1c(C(=O)NCCCN2CCCCCC2)cc2c(=O)n(C)c3ccccc3c21
 : x, u
CCOc1cc(C2c3c(n[nH]c3C)C(=O)N2c2ccc(Br)cc2)ccc1O (stereo not given)
 : x, i
CC(OC(=O)c1ccc2c(=O)n3c(nc2c1)CCCCC3)C(=O)Nc1ccc(Cl)cn1 (stereo not given)
 : x, 19%
COc1ccc(N2C(=O)/C(=C/c3ccc([N+](=O)[O-])cc3)N=C2C)c(OC)c1
 : -1, 12%
C(=N\n1cnc2ccccc21)/c1cccnc1
 : x, i
O=C(COC(=O)c1ccc(S(=O)(=O)N2CCOCC2)cc1)NC1CCCCCCC1
 : x, u
